Compound activity as filed in PubChem.
hcGAS inh: blocks human cGAS activity. Q8N884. inhibition, % at 12.5 µM. 290,000 tested, 0.081% active. recombinant h-cGAS, ATP depletion, Kinase-Glo luminescence;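 note: 0% = vehicle reaction and 100% = reaction without DNA for no activity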
Target sequence (Q8N884 whole entry, looked up): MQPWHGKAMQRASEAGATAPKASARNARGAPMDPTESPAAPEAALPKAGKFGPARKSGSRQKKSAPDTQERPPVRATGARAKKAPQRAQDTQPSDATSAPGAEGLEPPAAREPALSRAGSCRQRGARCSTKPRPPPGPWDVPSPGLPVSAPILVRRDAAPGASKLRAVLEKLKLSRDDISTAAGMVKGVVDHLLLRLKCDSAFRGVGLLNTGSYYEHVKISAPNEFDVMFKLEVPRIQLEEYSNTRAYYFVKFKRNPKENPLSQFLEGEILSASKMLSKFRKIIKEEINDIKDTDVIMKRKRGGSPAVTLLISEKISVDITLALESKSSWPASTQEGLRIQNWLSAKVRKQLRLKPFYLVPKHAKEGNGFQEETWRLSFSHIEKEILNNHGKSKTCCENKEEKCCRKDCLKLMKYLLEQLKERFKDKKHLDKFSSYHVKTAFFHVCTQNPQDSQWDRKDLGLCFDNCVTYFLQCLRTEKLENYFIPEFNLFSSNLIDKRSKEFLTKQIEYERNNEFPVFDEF
NPYLR7 ag: mosquito NPYLR7 agonism | 270,000 tested, 0.15% active | HEK293T NPYLR7/Galpha15, GCaMP6s calcium fluorescence | activation, % at 10 µM | AID 1259423; in the data active = activation above about 40%;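 note: 0% = vehicle and 100% = reference agonist at the receptor; some compounds past the cut are filed as inactive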
mcGAS lum: inhibitors of mouse cGAS | Q8C6L5 | recombinant cGAS, Kinase-Glo ATP depletion luminescence | inhibition, % at 12.5 µM | 160,000 tested, 0.15% active | AID 1259399;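 note: 0% = negative control wells and 100% = reference inhibitor with no enzyme activity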
The depositor's hits bear a star; . = no result given; & = joins results of further samples; ! = repeats disagree. Cut-off read from the data, not from the text of the source, unless noted: active = inhibition above about 40%; inactive = the rest.

SMILES | hcGAS inh | NPYLR7 ag | mcGAS lum
CCn1c(SCC(=O)c2ccc(OC)cc2)nnc1-c1ccco1 | -7.5 | 13.2 | .
CN(Cc1ccccc1)c1cc(Cl)nc(SCc2cccc(C(=O)NCc3cccc(C(F)(F)F)c3)c2)n1 | -5.2 | 17.6 | -6.5
CN(C)CCCN(C(=O)c1ccc(Br)s1)c1nc2cc3c(cc2s1)OCO3 | -5.1 | 2.0 | -6.6
C=CC(C1=CC(=O)C=CC1=O)c1ccc(O)cc1 (stereo not given) | -3.7 | 0.5 | -4.3
CCCCCCSc1nc2c(c(=O)[nH]c(=O)n2C)n1CCC(C)C | -2.8 | -1.0 | -4.9
CC(C)c1nnc2c3c4c(sc3ncn12)CCCC4 | -7.1 | 2.3 | -5.5
C=CCNc1nc(OC(C(F)(F)F)C(F)(F)F)nc(N2CCOCC2)n1 | -7.1 | -1.8 | .
C=CCNC(=S)N1CCc2cc(OC)c(OC)cc2C1CNC(=O)C1CCCC1 (stereo not given) | -6.4 | 11.2 | -3.3
CCNC(=O)C12CCC(C)(C(=O)C1)C2(C)C (stereo not given) | -1.2 | -1.9 | -4.1
CCN(CC)c1onc(-c2ccccc2)c1CN(Cc1ccc(F)cc1)C(=O)C1CC1 | 1.3 | 2.7 | -3.3
COc1ccc(-n2nc(C(=O)O)c(=O)n(Cc3cccc(OC)c3)c2=O)cc1 | 8.9 | 24.7 | .
COc1cccc(C2=Nc3nnnn3C(c3cc(OC)ccc3OC)C2)c1 (stereo not given) | -9.0 | 9.0 | .
CCOC(=O)CSc1ccc2nnc(CCNC(=O)c3ccc(C)cc3)n2n1 | 5.2 | -14.6 | -1.1
Cc1ccccc1C(C)(C)CNC(=O)C(=O)Nc1ccnc(C(=O)N(C)C)c1 | -1.1 | 0.1 | .
COc1ccc(C(=O)N2C(C(=O)NC3CC3)COC23CCN(C(=O)CC(C)C)CC3)cc1 (stereo not given) | -4.3 | -1.0 | -5.4
COc1ccc(C2CC(=O)c3cn4nc(SC)nc4nc3C2)cc1 (stereo not given) | -5.9 | -3.3 | .
CCCC(NC(=O)CN(C)C(C)C)c1cccc(C(F)(F)F)c1 (stereo not given) | -8.1 | 18.3 | -17.6
COCCN=c1scc(C)n1N=Cc1c[nH]c2ccc(Br)cc12 | -10.1 | 3.3 | -6.5
COc1ccc(C(=O)N(C)CC2CCN(CCc3ccc(Cl)cc3)CC2)c(OC)n1 | -7.3 | 8.9 | .
Cc1ccc2nc(-c3cccc(Cl)c3)c(NC(=O)CCC3CCCC3)n2c1 | -5.7 | -3.3 | -6.2
Cc1nc2ccccn2c1P(=O)(N1CCCCC1)N1CCCCC1 | -4.7&-5.2 | 1.7&1.8 | .
Cc1ccc(C)c(NC(=O)CN2c3ncccc3NC(=O)C2C)c1 (stereo not given) | -11.5 | 8.8 | .
Cc1noc(C)c1CCCNC(=O)c1ccc(N2CCC[C@H]2CO)nc1 | -3.1 | 0.3 | .
CCS(=O)(=O)N1CCN(C(=O)CC2C(=O)NCCN2Cc2ccccc2)CC1 (stereo not given) | -1.2 | 4.6 | -10.7
CCOC(=O)C1=C(COC(=O)Cc2ccsc2)NC(=O)NC1C (stereo not given) | -7.6 | 1.2 | .
Cc1cc(C(F)(F)F)c(C#N)c(SC2CCCCNC2=O)n1 (stereo not given) | -7.2 | 10.0 | -6.6
CCn1c(SC(C)C(=O)c2c(C)[nH]c3ccccc23)n[nH]c1=O (stereo not given) | -4.1 | -2.6 | .
COc1ccc(CSC(=S)NC2CCS(=O)(=O)C2)cc1 (stereo not given) | 1.3 | -2.3 | .
Cc1ccc(N=c2oc3ccc4ccccc4c3cc2-c2nc3ccccc3[nH]2)cc1 | -4.1 | 4.1 | -6.9
CN1CC(=O)N2CCN(C(=O)CN3CCc4ccccc4C3)CC2C1=O (stereo not given) | -6.0 | 9.7 | .
OCCNc1nc(N2CCOCC2)nc(N2CCOCC2)n1 | -6.1 | 11.0 | .
COc1ccc(C(=O)N2N=C(C(F)F)CC2(O)C(F)F)cc1COc1ccc(Cl)c(C)c1 (stereo not given) | 4.3 | 2.7 | .
CCC(C(=O)N(CCCN1CCOCC1)CC(=O)N(Cc1ccc2c(c1)OCO2)Cc1ccco1)c1ccccc1 (stereo not given) | 0.2 | 2.5 | -3.1
Cc1cc(C)c(S(=O)(=O)Nc2ccccc2C(=O)OC2CC(C)OC2=O)c(C)c1 (stereo not given) | -3.0 | 5.2 | .
Cc1nc2nc(N3C(=O)c4ccccc4C3=O)nn2c(C)c1Cl | -4.2 | 17.9 | .
CCN1CCN(C(=O)c2ccc(CSc3nnc(-c4ccncc4)n3-c3ccccc3OC)cc2)CC1 | -2.4 | 7.0 | -0.8
Cc1cc(C(=O)N2CCCn3cncc3C2)c(NC(=O)C(C)(C)C)s1 | -1.5 | 4.3 | .
CCOC(=O)N1CCC(n2c(-c3ccc(OC)cc3OC)nc3ccccc3c2=O)CC1 | -9.2 | 4.8 | -6.9
C#CCNC(=O)CN(C)C1CC(OCC)C12CCCC2 (stereo not given) | -7.7 | 0.4 | .
CC(C)C1CN(CCC(=O)O)CCCN1Cc1ccc(F)cc1 (stereo not given) | 1.7 | . | -3.5

In another format: results already given
Every second line gives: hcGAS inh | NPYLR7 ag | mcGAS lum
OCCNc1nc(N2CCOCC2)nc(N2CCOCC2)n1
  -6.1 | 11.0 | .
COc1ccc(C(=O)N2N=C(C(F)F)CC2(O)C(F)F)cc1COc1ccc(Cl)c(C)c1 (stereo not given)
  4.3 | 2.7 | .

Additional compounds.
SMILES | hcGAS inh | NPYLR7 ag | mcGAS lum
CCN(CC)c1ccc(/C=N\NC(=O)CSc2nc3ccccc3n2Cc2ccccc2)c(O)c1 | 3.5 | 5.9 | .
Cc1nc(N2CCCC2)nc(N2CCOCC(CN(C)C)C2)c1C (stereo not given) | -3.5 | -0.2 | .
Nc1ccnc(NCc2ccc3[nH]c4c(c3c2)CCCCCC4)n1 | -3.2 | 1.2 | .
Cc1cnn(CCC(=O)Nc2ccc(O)cc2C)c1 | -2.9 | 0.0 | .
CCC(O)c1ccc(OCCCC(C)(C)C#N)cc1 (stereo not given) | -6.6 | 2.1 | .
CC(C)(C)OC(=O)CNC(=O)C(c1ccccc1)N1CCCC1 (stereo not given) | -2.5 | -0.3 | -3.0
O=C1O[C@@H]2CN(C34CC5CC(CC(C5)C3)C4)C[C@@H]2N1CCN1CCCCC1 | -1.4 | 1.8 | .
O=C(CCn1cnc2ccccc2c1=O)N1CC(c2cccnc2)C1 | -4.0 | 3.3 | .
CC(Cl)C(=O)N1CCN(c2nc3nccc(-c4ccc(Cl)c(Cl)c4)n3n2)CC1 (stereo not given) | -5.0 | 5.3 | -4.7
COc1ccc(NC(=O)c2cnc3cc(C)ccn3c2=O)cc1OC | -3.9 | 2.6 | -5.1
Cc1nc2ccnn2c(C)c1CCC(=O)N1CCN(CCO)CC1 | -4.2 | 1.4 | .
CCOc1cccc(-c2nc3ccccc3c(=O)n2CCc2ccccc2)c1 | -3.4 | 8.1 | 2.0
CCOC(=O)Cn1c(=NC(=O)c2ccn(C)n2)sc2cc(CC)ccc21 | -2.1 | -0.3 | -5.1
Cc1cc(N2CCN(CCO)CC2)n2nc(C(F)(F)F)c(-c3ccccc3)c2n1 | -0.1 | 1.7 | -3.6
CC1CCN(C(=O)c2csc(COc3cccc(Cl)c3)n2)CC1 | -1.7 | 25.1 | -3.3
COc1ccc2c(C)nc(N=C(N)N)nc2c1 | 5.1 | 58.9* | .
COC(=O)c1c(N2C(=O)CC(Sc3ncccc3C(=O)O)C2=O)sc2c1CCCC2 (stereo not given) | -2.2 | -8.1 | -5.5
CCCC1(C(F)(F)F)CCCN1Cc1cccc(NC(C)=O)c1 (stereo not given) | -3.6 | -8.9 | 1.9
NC(=O)CSc1ccc(-c2ccc3c(c2)OCO3)nn1 | 2.3 | -3.5 | -6.8
COc1ccc(C(O)c2nc(-c3cnc4ccccc4c3)cs2)cc1 (stereo not given) | -5.0 | 0.4 | .
CNC(=O)c1ccc(NC(=O)c2cnn(-c3ccc(F)cc3)c2C(C)C)cc1 | -6.5 | 15.9 | -16.0
CNC(=O)CSc1nnc(N2CCN(C(=O)COc3cccc(C)c3)CC2)s1 | -1.0 | -10.6 | -5.9
CC(Sc1ccccn1)C(=O)Nc1ncnc2nc[nH]c12 (stereo not given) | -1.3 | 3.2 | .
CC(C)(C)OC(=O)N1CC(O)CC1C(=O)OCC(=O)c1ccc(-c2ccccc2)cc1 (stereo not given) | -3.8 | -0.8 | -3.4
Cc1ccc(F)c(CNC(=O)C2CCC(=O)N(Cc3ccccn3)C2)c1F (stereo not given) | -11.1 | 0.5 | .
Cc1cc(C)n(CC(O)COc2ccc(C(=O)c3ccccc3)cc2)n1 (stereo not given) | -0.3 | 4.3 | -5.1
COC(=O)CCC(=O)N1CCOC(CCc2ccccc2)C1 (stereo not given) | -12.9 | 9.0 | .
COC(=O)[C@]1(C)N[C@H](c2cccc(-c3ccco3)c2)[C@@H]2C(=O)N(C)C(=O)[C@@H]21 | -10.2 | 0.2 | .
Cc1ccc(Cc2nc(N3CCCN(C(=O)COc4ccccc4)CC3)c3c(C)nn(-c4ccccc4)c3n2)cc1 | -4.4 | 9.7 | -4.9
COc1cc2c(cc1OC)C1C(=O)c3c(O)cc4c(c3OC1CO2)C=CC(C)(C)O4 (stereo not given) | 2.2 | . | -0.4
CCN(CC)C(=O)C1CCCN(C(=O)CCc2c(C)nn(-c3ccc(C(F)(F)F)cc3)c2C)C1 (stereo not given) | -3.0 | -23.0 | 0.1
Fc1ccc(Oc2cc(N3CCC(N4CCCCC4)CC3)ncn2)c(Cl)c1 | -1.3 | -19.6 | -2.5
c1coc(CNc2nc(-c3cccs3)nc3ccccc23)c1 | 7.7 | -3.1 | -0.9
CC(=O)NC(CC(=O)N1CCc2sccc2C1C)c1ccc(C)cc1 (stereo not given) | 3.8 | 1.0 | -3.5
CCOc1ccccc1-c1cc(-c2nnc(SCc3cccc(Br)c3)n2C)c2ccc(Oc3ccccc3)cc2n1 | -8.0 | -5.0 | -7.1
CC(C)c1ccc(C2C(C(=O)c3ccco3)=C(O)C(=O)N2CCN2CCOCC2)cc1 (stereo not given) | -0.6 | -4.1 | -5.8
COC(=O)[C@@H]1C[C@@H](N(C)C)CN1C(=O)c1cn2cccc(C)c2n1 | 0.9 | 0.2 | -2.2
Cc1c(C#N)c(NC(=O)CSc2nncs2)n(-c2ccccc2)c1C | -5.5 | 6.2 | -7.5
Cc1cnc(C)c(Oc2ccccc2CN2CCN(C)CC2)n1 | -8.0 | 7.4 | .
CCCc1cnc2c(c1SCC(=O)Nc1ccc(C)c(Cl)c1)c(=O)n(C)c(=O)n2C | -7.0 | 6.0 | -7.2
CC1(C)C[C@@H]2C[C@@](C)(CN2c2nncc(-c3ccccc3)n2)C1 | 1.9 | 0.9 | .
COc1ccc(-c2ccccc2NC(=O)C2CCCN(Cc3ccc(C)s3)C2)cc1 (stereo not given) | -6.4&-4.1 | 8.4&0.3 | .
CCOC(=O)C1CCCN(CC2=CCC3CC2C3(C)C)C1 (stereo not given) | -6.3 | -0.1 | .
Nc1ccc2oc(=O)ccc2c1 | 4.2 | 2.6 | .
CCN(CC(=O)Nc1ccc2c(c1)C(=O)N(C)C2=O)c1ccccc1C | -9.3 | 6.5 | .
COc1ccc(NC(=O)C2(C)CCN2Cc2cc3ccccc3o2)cc1OC (stereo not given) | -7.7 | -1.2 | .
CC1CC1c1ccc(CN(C(=O)CNC(=O)c2ccc(O)cc2)C2CC2)o1 (stereo not given) | -0.1 | -0.1 | .
Nc1ncn([C@@H]2O[C@H](CO)[C@@H](O)[C@H]2O)c(=O)n1 | 4.1&-4.6&-2.8 | 46.4*! | -3.7
CCCC(=O)NC(N1CCCCC1)C(Cl)(Cl)Cl (stereo not given) | 0.9 | -15.7 | .
COc1ccc(OC)c(CNC(=O)[C@@H]2C[C@H](NC(=O)c3ccco3)CN2C)c1 | 2.3 | 6.9 | .
COc1ccccc1-n1c(-c2ccc(Cl)cc2)cc(C(=O)NCc2ccc(F)cc2)c1C | -6.0 | . | -4.7
COc1ccc(CNCc2cn(-c3cccc(F)c3)nc2-c2ccc(C)o2)cc1 | -9.1 | 11.8 | -9.9

Entries of single compounds as entered above:
Profile of CNC(=O)CSc1nnc(N2CCN(C(=O)COc3cccc(C)c3)CC2)s1 → hcGAS inh: -1.0; NPYLR7 ag: -10.6; mcGAS lum: -5.9
Profile of COC(=O)[C@]1(C)N[C@H](c2cccc(-c3ccco3)c2)[C@@H]2C(=O)N(C)C(=O)[C@@H]21 → hcGAS inh: -10.2; NPYLR7 ag: 0.2; mcGAS lum: .
Profile of Cc1ccc(F)c(CNC(=O)C2CCC(=O)N(Cc3ccccn3)C2)c1F (stereo not given) → hcGAS inh: -11.1; NPYLR7 ag: 0.5; mcGAS lum: .

Copied from the results shown, seven compounds:
SMILES | hcGAS inh | NPYLR7 ag | mcGAS lum
COc1ccc(-c2ccccc2NC(=O)C2CCCN(Cc3ccc(C)s3)C2)cc1 (stereo not given) | -6.4&-4.1 | 8.4&0.3 | .
CCOC(=O)C1CCCN(CC2=CCC3CC2C3(C)C)C1 (stereo not given) | -6.3 | -0.1 | .
Nc1ccc2oc(=O)ccc2c1 | 4.2 | 2.6 | .
CCN(CC(=O)Nc1ccc2c(c1)C(=O)N(C)C2=O)c1ccccc1C | -9.3 | 6.5 | .
COc1ccc(NC(=O)C2(C)CCN2Cc2cc3ccccc3o2)cc1OC (stereo not given) | -7.7 | -1.2 | .
CC1CC1c1ccc(CN(C(=O)CNC(=O)c2ccc(O)cc2)C2CC2)o1 (stereo not given) | -0.1 | -0.1 | .
Nc1ncn([C@@H]2O[C@H](CO)[C@@H](O)[C@H]2O)c(=O)n1 | 4.1&-4.6&-2.8 | 46.4*! | -3.7
